From PubChem BioAssay
Ecoli tolC: blocks growth of E. coli BW25113 tolC mutant; OD615; growth inhibition, % at 10 µM (by protocol); 65,000 compounds, 2.2% hits; AID 573;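 active = growth inhibition at or above a cutoff equal to the mean over every tested compound plus 3 SD, cut at about 60% in these data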;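 note: growth measured after 20 h incubation at 37 °C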
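Doses: one dose of 10 µM final / Material: E. coli BW25113 ΔtolC::kan, tolC deletion mutant strain / Buffer or medium: LB with kanamycin 50 µg/mL / Evaluation: percent growth inhibition / Detection: optical density read at 615 nm / Incubation: 37 °C, 20 h exposure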
Fluor 339 460: intrinsic fluorescence of library compounds, ex339/em460 – biochemical, MLSMR library, data from DPM-DC assay, artefact control, profiling panel. compound autofluorescence, ex339/em460 nm, NADH buffer; active compounds read high; 1 = no-compound wells, NADH background. 65,000 compounds, 5.5% hits. AID 709. fluorescence fold increase at 10 µM;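 active = at 10 µM, mean starting fluorescence two-fold or more over control wells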;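 note: signal is the first read of a kinetic run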
M1 antagonist: M1 muscarinic receptor (rat) antagonism; B-score at 10 µM; CHO-M1 cells, Fluo-4 calcium, ACh EC80 antagonist mode; active compounds read low; AID 628; 64,000 compounds, 3.4% hits;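 active = calcium fluorescence response, raw or row-and-column corrected B-score, differing from the plate sample mean either way at a set confidence level, mostly lower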
Target sequence (P08482 whole entry, looked up): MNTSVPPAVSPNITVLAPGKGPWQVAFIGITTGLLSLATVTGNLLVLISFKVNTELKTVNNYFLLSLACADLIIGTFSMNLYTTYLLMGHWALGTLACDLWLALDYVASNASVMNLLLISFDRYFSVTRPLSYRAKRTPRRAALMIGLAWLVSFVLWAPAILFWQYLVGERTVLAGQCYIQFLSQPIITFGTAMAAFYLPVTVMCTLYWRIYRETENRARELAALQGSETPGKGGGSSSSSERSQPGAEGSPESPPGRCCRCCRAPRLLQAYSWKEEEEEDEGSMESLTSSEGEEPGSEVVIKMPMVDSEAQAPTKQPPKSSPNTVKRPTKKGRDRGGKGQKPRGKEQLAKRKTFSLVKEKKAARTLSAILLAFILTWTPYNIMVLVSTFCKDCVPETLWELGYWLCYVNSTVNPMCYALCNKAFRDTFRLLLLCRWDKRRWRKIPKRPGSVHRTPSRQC
SF-1 act: activators of human nuclear receptor SF-1 | CHO-K1 Gal4-SF-1 LBD luciferase reporter; % increase over DMSO SF-1-specific signal | activation, % at 10 µM | 65,000 compounds, 1.9% hits;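 active = activation above the mean activation of all tested compounds plus 3 SD, cut at about 50% in these data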
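System: CHO-K1 cells with Gal4–hSF-1 LBD chimera plus Gal4-driven luciferase; quantity: 4,000 CHO-K1 cells per well; compound: one dose, 10 µM compound, 1% DMSO; times: 20 h compound treatment, 37 °C; measured by: SteadyLite luciferase luminescence; read-out: percent activation versus DMSO; benchmarks: DMSO and mock-transfected background; replicates: one test per compound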
NADH coupling: inhibition of NAD/NADH coupling enzymes, library profiling; coupled PK/LDH NADH assays, four targets; IC50, µM (titrated, usually from 10 µM), for inactives: at the highest dose inhibition; 65,000 compounds, 0.02% hits;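 active = single-dose screening hits from any of four coupled enzyme assays that gave an IC50 when retested across doses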;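 note: the DPM-DC format reads NADH fluorescence rather than 340 nm absorbance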
RORa activator: activators of human nuclear receptor RORA; 65,000 compounds, 1.5% hits; CHO-K1 Gal4-RORA LBD luciferase reporter, luminescence; percent increase over mock-subtracted basal signal; activation, % at 10 µM; AID 560;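 active = activation above the mean of all tested compounds plus 3 SD, cut at about 49% in these data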;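 note: 0% = DMSO-treated RORA cells and 100% = added signal equal to DMSO minus mock-transfected cells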
Target sequence (P35398 whole entry, looked up, the tested form may be a part): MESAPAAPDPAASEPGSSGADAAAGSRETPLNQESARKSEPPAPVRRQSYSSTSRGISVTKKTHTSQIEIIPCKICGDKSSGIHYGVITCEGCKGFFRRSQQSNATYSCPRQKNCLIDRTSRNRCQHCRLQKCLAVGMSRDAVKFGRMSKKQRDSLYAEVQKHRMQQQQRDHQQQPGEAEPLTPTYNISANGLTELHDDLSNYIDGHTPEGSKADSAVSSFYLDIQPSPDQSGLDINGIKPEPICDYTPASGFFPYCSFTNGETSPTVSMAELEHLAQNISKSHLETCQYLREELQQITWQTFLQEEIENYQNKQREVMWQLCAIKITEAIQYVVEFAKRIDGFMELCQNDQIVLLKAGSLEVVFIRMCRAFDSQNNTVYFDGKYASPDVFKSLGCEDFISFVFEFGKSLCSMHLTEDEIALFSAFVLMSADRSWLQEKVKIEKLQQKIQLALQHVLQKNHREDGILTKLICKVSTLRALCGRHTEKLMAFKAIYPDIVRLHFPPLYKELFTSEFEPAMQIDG
Ec RNAP inh: Escherichia coli RNA polymerase inhibition. 62,000 compounds, 0.2% hits. E. coli RNA polymerase, fluorescence transcription assay. P0A8V2. inhibition, %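 (tested at 10 µM)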; in the data active = inhibition above about 20%;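 note: 0% = enzyme without compound and 100% = no enzyme blank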
M1 ag: agonists of M1 muscarinic receptor; CHO-M1 cells, Fluo-4 calcium fluorescence, agonist mode; active compounds read high; B-score at 10 µM; 64,000 compounds, 3% hits;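 active = fluorescence rise, raw or as B-score row- and column-corrected plate score, outside the 99.7% band of its plate's samples, either direction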
TNAP act mid DEA: activators of human TNAP at intermediate phosphate acceptor; purified TNAP, CDP-star luminescence, 100 mM DEA, 30 min; active compounds read high; scale: 0 levamisole-inhibited, 1 vehicle-only enzyme; activation factor at 20 µM; 64,000 tested, under 10 active; AID 813;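 active = activation factor of at least 2 at 20 µM, relative to controls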
* = called active by the depositor; · = not tested or not shown; [ ] = dose if it differs, or a comment.

SMILES	Ecoli tolC	Fluor 339 460	M1 antagonist	SF-1 act	NADH coupling	RORa activator	Ec RNAP inh	M1 ag	TNAP act mid DEA
COc1ccc2oc(=O)c(-c3nc(C)cs3)cc2c1	9	2.2*	0.078	54*	7%[fluoresces]	12	1	-0.68	1
CCOC(=O)C1CCCN(C(=O)CS(=O)(=O)Cc2ccccc2)C1 (stereo not drawn)	-6	1.1	·	3	1%	-16	7	·	0.9
O=C(Cc1cccs1)Nc1ccc(C(=O)O)cc1	-25	1.1	0.091	-6	9%	2	9	-0.36	0.9
CC(C)(C)C(=O)CN1CCN(S(=O)(=O)c2ccc(F)cc2)CC1	-6	1.1	-0.92	13	4%	-12	8	0.79	1.1
CCOc1ccc(C)cc1S(=O)(=O)N1CCCCC1	2	1.1	-0.23	17	2%	-23	6	0.2	1
Nc1nc(CN2CCN(c3cccc(Cl)c3)CC2)nc(N2CCCc3ccccc32)n1	100*	1.1	-0.84	-4	4%	5	6	0.11	1
O=C(C(NS(=O)(=O)c1cccs1)c1ccccc1)N1CCN(c2ccccc2)CC1 (stereo not drawn)	11	1.1	-0.5	-13	3%	-4	8	1.5	0.9
CC(C)C(=O)N1CCN(C2=NS(=O)(=O)c3ccccc32)CC1	-12	1.1	0.12	15	4%	-16	-6	-0.19	1
COC(=O)CN(c1ccc(C)c(Cl)c1)S(C)(=O)=O	5	1	-0.26	2	2%	15	5	-0.17	1
CCOC(=O)c1[nH]c2c(c1C)C(=O)CC(c1ccc(OCC)c(OC)c1)C2 (stereo not drawn)	-8	1.1	-0.32	13	8%	-23	1	0.59	1
CC1OC(Nc2cccc3ccccc23)C(O)C(O)C1O (stereo not drawn)	-8	2.1*	-0.76	6	8%[fluoresces]	-15	-8	-0.41	1
CC(=O)c1cccc(NC(=O)CN(C2CCCCC2)S(C)(=O)=O)c1	-10	1.1	-0.031	-5	7%	-4	7	-0.99	1
C=CCNC(=O)C1CC(c2cccc(OC)c2)=NO1 (stereo not drawn)	-7	1.1	-0.31	6	5%	-1	4	0.013	0.9
CCOC(=O)C1CCN(C(=O)CN(c2cc(OC)ccc2OC)S(=O)(=O)c2ccccc2)CC1	-1	1.1	1.6	-15	3%	-2	4	-0.54	0.9
O=c1ccc2cc3c([nH]c4ccc(Br)cc43)oc-2c1O	-10	1	-1.4*	1	3%	-10	14	0.23	0.8
CCN1C(=O)c2ccccc2S(=O)c2ccc(C(=O)NC3CC3)cc21 (stereo not drawn)	-9	1	0.11	-23	2%	10	14	0.2	0.9
CCCCCOC(=O)CSc1nnc(-c2cc(OC)c(OC)c(OC)c2)o1	44	0.93	-0.45	-6	11%	5	9	-0.27	0.8
O=C(Nc1ccccc1)N1CCC(C(=O)N2CCN(S(=O)(=O)c3cccc(F)c3)CC2)CC1	-7	1.1	-0.37	10	10%	10	5	0.14	1
Cc1ccc(C(=O)COC(=O)c2cnccn2)cc1	-15	1.1	-0.72	4	7%	-10	9	-0.62	0.9
CCOC(=O)CSc1nc2ccccc2n1CC(=O)N1CCN(c2ccccc2)CC1	5	1.1	-0.083	-6	2%	-3	6	0.23	0.9
CC1NC2(C(=O)N(Cc3ccccc3)c3ccccc32)C2C(=O)N(c3ccccc3)C(=O)C12 (stereo not drawn)	-3	0.98	0.39	-22	3%	9	3	-0.29	1
CC(C)CNC(=O)C1CCCN(S(=O)(=O)c2ccc(-n3cnnn3)cc2)C1 (stereo not drawn)	-24	1.1	-0.072	-22	3%	8	-1	-0.4	1
CCOC(=O)N1CC=C2C(C#N)=C(N)C(C#N)(C#N)[C@H](c3ccsc3)[C@H]2C1	2	1.7	0.77	-7	12%	0	7	-0.41	0.8
O=C(Nc1cn(-c2ccccc2)nc1-c1cccs1)c1ccco1	24	1.1	-0.56	5	2%	-5	-6	1.1	0.8
COc1ccc(-c2cn3cccnc3n2)cc1NC(=O)c1ccc(Br)o1	9	5.3*	-0.54	2	8%[fluoresces]	-1	7	2.3	0.9

Continued:
SMILES	Ecoli tolC	Fluor 339 460	M1 antagonist	SF-1 act	NADH coupling	RORa activator	Ec RNAP inh	M1 ag	TNAP act mid DEA
CC(=O)c1sc2nc(-c3cccs3)cc(C(F)(F)F)c2c1N	-30	1.7	-1.4	-1	9%	-24	5	98*	0.9
Cn1c(SCc2nnc(-c3ccc(F)cc3)o2)nnc1C1COc2ccccc2O1 (stereo not drawn)	12	0.97	-0.06	7	6%	-3	·	0.55	0.9
Cc1cccc(C)c1NC(=O)C(NC=O)c1ccc(N(C)C)cc1 (stereo not drawn)	-10	1.1	-0.27	-5	8%	-5	9	0.037	0.9
CC1CCN(CCCNC(=O)C2CC(=O)N(C3CCCCCC3)C2)CC1 (stereo not drawn)	-17	1.1	-0.95	-1	7%	-3	6	0.0078	1
COc1ccc(-c2ccc(-c3noc(-c4ccco4)n3)c(OC)n2)cc1	6	3.7*	-0.64	31	6%[fluoresces]	16	4	0.56	1
Cc1ccc(S(=O)(=O)N2CCC(C(=O)N3CCC[C@H]3C(=O)NCc3ccco3)CC2)cc1	-16	1.1	-2.2*	-21	7%	-9	7	-0.18	0.9
CC1Cc2ccccc2N1c1ncnc2nc[nH]c12 (stereo not drawn)	4	1.2	0.25	17	7%	8	-3	0.36	1.2
O=C(CN1CCCC1)N1c2ccccc2Sc2ccccc21	15	1.1	-19*	3	3%	-10	3	0.12	0.9
COc1cccc(-c2cc(C(=O)N3C(C)CCCC3C)no2)c1 (stereo not drawn)	68*	1.1	-0.81	36	5%	67*	-9	-0.054	1
CCOc1cc(N2CCOCC2)c(OCC)cc1NC(=O)CCC1CCCC1	8	1.1	-0.84	-7	4%	-18	4	-0.048	0.9
CC(=O)c1sc(N2C(=O)c3oc4ccccc4c(=O)c3C2c2ccc(C)o2)nc1C (stereo not drawn)	4	1.1	-0.056	22	4%	0	-2	-0.34	0.9
CCCOc1cccc(C(=O)Nc2cccnc2)c1	1	1.1	-0.082	0	6%	9	1	-0.75	1
COCON1C(=O)CN(C(C)=O)C1c1ccc(Cl)cc1Cl (stereo not drawn)	-15	1.1	0.26	-1	5%	-2	5	-0.1	0.9
Cc1nc2cc(-n3ccc(=O)cc3)ccc2n1-c1ccccc1	15	0.95	0.19	6	2%	-6	11	-0.13	0.9
COc1cc2c(cc1OC)C(c1ccco1)CC(=O)N2 (stereo not drawn)	-5	1.1	-0.28	18	10%	15	2	0.27	0.9
CC(=O)c1c(C)nc(C)nc1NC(=O)Cc1ccccc1	-12	1.1	0.04	-14	1%	-29	8	0.79	0.9
CCn1c(SCC(=O)OC2CCCCC2)nc2ccccc2c1=O	72*	1.1	0.96	-12	5%	5	3	-0.18	0.9
Cn1c(=O)n(CCCOc2ccc(Cl)cc2)c2ccccc21	62*	1.1	-0.86	-22	3%	14	6	-0.098	0.9
CCC(C)(C)n1nnnc1C(c1ccc(O)c(OC)c1)N1CCN(c2nc3ccccc3s2)CC1 (stereo not drawn)	6	1.1	0.26	27	2%	-14	3	0.73	0.9
CCCOC(=O)CSC1=C(C#N)C(c2ccccc2OCC)C(C#N)C(=O)N1 (stereo not drawn)	10	1.1	0.17	7	2%	-10	8	0.4	0.9
N#CCCN(Cc1cccnc1)C(=O)Nc1ccc(Cl)c(Cl)c1	-1	1	-0.5	-1	3%	0	8	0.21	0.9
CSc1cccc(NC(=O)Cn2cccc2)c1	4	1.1	-0.51	-7	3%	-1	-4	-0.55	0.9
CCN1CCCC1CNC(=O)c1cc2c(=O)n(C)c3ccccc3c2n1C (stereo not drawn)	4	1.5	-1.4	-3	4%	8	-7	-0.33	1
O=C(C1=C(O)C(=O)N(CCN2CCOCC2)C1c1ccccc1)c1cccs1 (stereo not drawn)	18	1	-0.45	1	3%	4	9	1.8	0.9
CC(NC(=O)c1noc2c1CCCC2)c1ccccc1 (stereo not drawn)	-23	1.1	-0.57	-9	4%	-6	4	0.79	0.9

A draw from above in order of molecular weight, low to high:
SMILES	Ecoli tolC	Fluor 339 460	M1 antagonist	SF-1 act	NADH coupling	RORa activator	Ec RNAP inh	M1 ag	TNAP act mid DEA
CC(=O)c1c(C)nc(C)nc1NC(=O)Cc1ccccc1	-12	1.1	0.04	-14	1%	-29	8	0.79	0.9
CC1CCN(CCCNC(=O)C2CC(=O)N(C3CCCCCC3)C2)CC1 (stereo not drawn)	-17	1.1	-0.95	-1	7%	-3	6	0.0078	1
O=C(C1=C(O)C(=O)N(CCN2CCOCC2)C1c1ccccc1)c1cccs1 (stereo not drawn)	18	1	-0.45	1	3%	4	9	1.8	0.9
Cn1c(SCc2nnc(-c3ccc(F)cc3)o2)nnc1C1COc2ccccc2O1 (stereo not drawn)	12	0.97	-0.06	7	6%	-3	·	0.55	0.9
Cc1ccc(S(=O)(=O)N2CCC(C(=O)N3CCC[C@H]3C(=O)NCc3ccco3)CC2)cc1	-16	1.1	-2.2*	-21	7%	-9	7	-0.18	0.9

Continuation.
SMILES	Ecoli tolC	Fluor 339 460	M1 antagonist	SF-1 act	NADH coupling	RORa activator	Ec RNAP inh	M1 ag	TNAP act mid DEA
Cc1cc(N2CCN(C)CC2)nc(N2CCOCC2)n1	-27	1	-0.35	2	10%	-2	7	0.23	0.9
CC(C)CC(OC(=O)c1cccs1)C(=O)NCc1ccco1 (stereo not drawn)	20	1	0.75	-4	3%	5	4	-0.055	0.9
COc1ccc(-c2oc3ncnc(NCCN4CCOCC4)c3c2-c2ccc(OC)cc2)cc1	49	3.8*	0.019	7	9%[fluoresces]	-2	5	0.75	0.9
Cc1occc1C(=O)N1CCN(c2ccc(Cl)c(Cl)c2)CC1	15	1.1	-0.5	-56	0%	-39	1	1.3	0.9
Cc1cc(C)nc(NC(=O)Cc2cccs2)n1	-14	1	-1.5	-2	11%	-5	4	-0.2	1
CC(C)OCC(O)CN (stereo not drawn)	-13	1.1	0.85	-4	6%	-2	2	-0.24	1
O=C(C(c1ccccc1)c1ccccc1)N1CCN(Cc2ccccn2)CC1	4	1	-0.83	13	6%	-14	3	-0.93	0.8
CCOC(=O)c1ccc2nc3c(cc2c1)CCS3	-2	1.5	0.17	45	9%	47	5	0.23	0.9
COc1ccc(NS(=O)(=O)c2cccc(-c3nnc4n3CCCCC4)c2)cc1	7	1.1	0.83	14	1%	-12	2	2.2	0.9
CC(=O)c1cccc(NC(=O)Nc2ccc(C(=O)N3CCCC3)cc2)c1	-12	1.1	-0.00016	-9	1%	5	14	0.85	0.9
Nn1cc(-c2ccccc2)nc1SCC(=O)N1CCN(S(=O)(=O)c2ccc(Cl)cc2)CC1	-4	1	1.5	-9	8%	-10	3	-0.85	0.9
COCCn1c(SCc2c(F)cccc2Cl)nc2c1c(=O)[nH]c(=O)n2C	5	1.1	0.024	1	1%	-7	12	0.18	0.9
c1ccc(CN2CCC(N3CCN(Cc4ccc5c(c4)OCO5)CC3)CC2)cc1	-7	1	-2.3*	8	1%	6	·	-0.5	0.9
CC(C)C1N(c2ccccc2)C(N)=C(C#N)C1(C#N)C#N (stereo not drawn)	-2	1.1	-0.52	3	6%	-1	11	-0.59	0.9
COC(=O)Cn1c(CN(Cc2ccccc2)Cc2ccccc2)nc2c1c(=O)[nH]c(=O)n2C	33	1.1	0.17	-4	1%	-24	3	0.066	0.9
O=S(=O)(N1CCCCCC1)N1CCN(S(=O)(=O)N2CCOCC2)CC1	-8	1.1	0.37	3	5%	-5	10	-0.61	1

Only NADH coupling (2 entries from above):
| smiles | NADH coupling |
| --- | --- |
| CCOC(=O)c1ccc2nc3c(cc2c1)CCS3 | 9% |
| COc1ccc(-c2oc3ncnc(NCCN4CCOCC4)c3c2-c2ccc(OC)cc2)cc1 | 9%[fluoresces] |
